Runt-CBFb FRET – inhibitors of RUNX1 Runt–CBFb binding, primary screen, biochemical, FRET, Cerulean-Runt, Venus-CBFb, uHTS | Runt-related transcription factor 1 (Homo sapiens) + Core-binding factor subunit beta … | Cerulean-Runt/Venus-CBFb FRET ratio 530/480, 1 h | inhibition, % at 20 µM | hit rate 0.46% among 220,000 | AID 1496, 2009;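 active = inhibition over about 50% at 20 µM in the single-dose screen, limit read from the data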;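 also: 0% = DMSO wells and 100% = excess unlabeled CBFb competitor control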
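Buffer or medium: Tris pH 7.5 buffer with BSA. Assay system: Cerulean-labeled Runt domain protein. Amount: each fluorescent fusion protein 100 nM. Read-out basis: loss of energy transfer signal. Incubation: 1 h compound exposure, room temperature. Probe or stimulus: Venus-CBFb binding partner, 100 nM. Detection: FRET, excitation 422 nm, emission at 530 and 480 nm.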
Ba/F3 V617F tox – reduced viability of JAK2V617F-dependent Ba/F3 cells, primary screen, JAK2V617F inhibitor project, cell-based, Ba/F3 EpoR-JAK2V617F, luminescence; hit rate 1.1% among 220,000; inhibition, % at 5.6 µM; AID 1446, 2008; ATP luminescence;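 active = inhibition above the campaign mean plus 3 SD over all tested compounds, cut at about 24% in these data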;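 also: cytokine-independent growth of Ba/F3 cells driven by EpoR plus mutant JAK2; 0% = DMSO-treated cells and 100% = JAK inhibitor I control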
RBBP9 inh – human RBBP9 inhibitors, primary screen, biochemical, fluorescence polarization, FP-Rh probe, HTS; recombinant RBBP9; AID 1515, 2009; hit rate 0.2% among 220,000; inhibition, % at 7.94 µM; Serine hydrolase RBBP9 (Homo sapiens), O75884;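 active = inhibition above the campaign mean of all tested compounds plus 3 SD, cut at about 14% in these data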;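 also: plate controls were DMSO wells with RBBP9 for no effect and wells lacking RBBP9 protein for full effect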
Target sequence (O75884 whole entry, looked up): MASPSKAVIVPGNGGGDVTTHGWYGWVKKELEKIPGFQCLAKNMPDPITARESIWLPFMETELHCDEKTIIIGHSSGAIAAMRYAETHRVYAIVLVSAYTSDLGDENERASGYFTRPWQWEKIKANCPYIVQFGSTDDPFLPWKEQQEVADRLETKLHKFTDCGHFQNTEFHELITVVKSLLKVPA
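Controls: DMSO-treated enzyme wells and wells lacking RBBP9 | Material: RBBP9 protein | Technique: Fluorescence polarization | Replication: Single well per compound, no replicates | Buffer or medium: Tris-NaCl-Pluronic buffer, pH 8.0 | Timing: 30 min compound preincubation, 45 min probe labeling, 25 °C | Read-out basis: Percent inhibition from mP, scaled between DMSO and no-protein wells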
S1P4 antag – S1P4 receptor antagonists, primary screen, cell-based; Sphingosine 1-phosphate receptor 4 (Homo sapiens), O95977; hit rate 0.26% among 220,000; inhibition, % at 4.98 µM; S1P4-expressing cells, antagonist mode, reporter read-out; in the data active = inhibition above about 29%;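 also: 0% = wells stimulated with agonist and 100% = vehicle wells without agonist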
Target sequence (O95977 whole entry, looked up): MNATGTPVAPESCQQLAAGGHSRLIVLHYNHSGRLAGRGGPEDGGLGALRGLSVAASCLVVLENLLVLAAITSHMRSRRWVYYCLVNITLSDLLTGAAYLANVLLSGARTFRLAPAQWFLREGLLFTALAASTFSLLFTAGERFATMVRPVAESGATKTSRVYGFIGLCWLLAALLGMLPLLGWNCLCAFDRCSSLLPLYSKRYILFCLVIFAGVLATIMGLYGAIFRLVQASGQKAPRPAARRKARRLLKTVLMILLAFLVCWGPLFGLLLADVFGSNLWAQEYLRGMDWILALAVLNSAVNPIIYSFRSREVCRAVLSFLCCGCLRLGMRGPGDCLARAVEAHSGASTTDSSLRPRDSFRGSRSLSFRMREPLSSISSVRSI
NPY-Y2 PAM-ag – NPY-Y2 potentiators or agonists, primary screen, cell-based; Neuropeptide Y receptor type 2 (Homo sapiens), P49146; cells expressing NPY-Y2, potentiator/agonist read-out; activation, % at 3.6 µM; hit rate 0.45% among 220,000; AID 1359, 2008; in the data active = activation above about 27%;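 also: cells stimulated with NPY near EC25 plus isoproterenol at EC100; 0% = vehicle plus submaximal agonist and 100% = vehicle plus saturating agonist; some results beyond the cut were filed as inactive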
Target sequence (P49146 whole entry, looked up): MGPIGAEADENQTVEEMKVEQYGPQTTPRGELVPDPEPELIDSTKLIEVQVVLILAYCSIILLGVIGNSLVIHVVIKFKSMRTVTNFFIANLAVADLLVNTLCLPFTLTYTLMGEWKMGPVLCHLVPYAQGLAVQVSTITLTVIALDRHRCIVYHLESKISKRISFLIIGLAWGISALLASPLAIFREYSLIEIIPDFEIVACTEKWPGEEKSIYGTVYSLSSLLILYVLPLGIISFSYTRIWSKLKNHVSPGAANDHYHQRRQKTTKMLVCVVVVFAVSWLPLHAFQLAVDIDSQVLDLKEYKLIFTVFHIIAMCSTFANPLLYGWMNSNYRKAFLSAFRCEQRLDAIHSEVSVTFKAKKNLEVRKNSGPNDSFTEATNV
S1P4 agonist – S1P4 receptor agonists, primary screen, cell-based; Sphingosine 1-phosphate receptor 4 (Homo sapiens), O95977; S1P4-expressing cell line, agonist reporter assay; activation, % at 4.98 µM; hit rate 0.35% among 220,000; AID 1509, 2009; in the data active = activation above about 11%;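 also: 0% = DMSO vehicle and 100% = reference agonist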
NPY-Y1 PAM-ag – NPY-Y1 receptor potentiators or agonists, primary screen, cell-based | activation, % at 3.6 µM | hit rate 0.37% among 220,000 | Neuropeptide Y receptor type 1 (Homo sapiens), P25929 | NPY-Y1 expressing cells, potentiator/agonist activation; in the data active = activation above about 33%, passing the limit was not always enough;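 also: cells stimulated with NPY at EC10 then isoproterenol at EC100; 0% = low agonist plus stimulus and 100% = saturating agonist plus stimulus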
BaF3 tox – parental Ba/F3 cell viability inhibition, counter-screen for JAK2V617F inhibitor project, murine pro-B, CellTiter-Glo luminescence; CellTiter-Glo ATP luminescence; inhibition, % at 5.6 µM; hit rate 1.1% among 220,000; AID 1486, 2009;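 active = inhibition above a per-campaign cutoff, the mean inhibition of all tested compounds plus 3 SD, cut at about 27% in these data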;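 also: 0% = DMSO wells and 100% = JAK Inhibitor I control wells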
NPY-Y1 antag – NPY-Y1 receptor antagonists, primary screen, cell-based; Neuropeptide Y receptor type 1 (Homo sapiens), P25929; HEK293-CNG Y1 cells, membrane potential fluorescence; NPY at EC95, then isoproterenol; inhibition, % at 3.6 µM; hit rate 1% among 200,000;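 active = inhibition above the campaign mean inhibition of all tested compounds plus 3 SD, cut at about 20% in these data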;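 also: 0% = DMSO wells given NPY plus isoproterenol and 100% = isoproterenol alone without NPY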
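Material: HEK293 Y1/CNG channel cell line; also added: NPY (25 nM), isoproterenol (1 µM), Ro 20-1724 (25 µM); doses: one concentration, 3.6 µM, in 0.4% DMSO; schedule: compound incubation 1 h at room temperature, readout 45 min post-stimulation; technique: membrane potential fluorescence; measure: fluorescence ratio normalized to % inhibition between controls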
An asterisk follows results filed as active; . = no result given. Compounds as they come; 3.6% or so of the library scored in one or more.

Results follow in this order: NPY-Y2 PAM-ag | Runt-CBFb FRET | RBBP9 inh | NPY-Y1 PAM-ag | Ba/F3 V617F tox | NPY-Y1 antag | BaF3 tox | S1P4 agonist | S1P4 antag
CC(NC(=O)OCc1ccccc1)C(=O)OCN1C(=O)c2ccccc2C1=O (centres undefined)
→ -14 | 0 | -11 | -10 | -5 | 6 | -3 | -0.1 | -5
CCOC(=O)N1CCN(c2c(-c3ccc(C)cc3)c(=O)c2=O)CC1
→ -2 | 2 | -9 | -11 | -1 | 0 | 2 | 0.1 | -15
CCOC(=O)COc1ccc2c(c1)C(=O)CC(C)(C)O2
→ -1 | 4 | 0 | -3 | 4 | 3 | 5 | 2.0 | 0
O=S(=O)(CCc1nc2ccccc2s1)c1ccc(Cl)cc1
→ -22 | 1 | -1 | -52 | 4 | 4 | 10 | 1.3 | 0
CC(C)c1ccc2[nH]c(O)c(N=NC(=O)c3cccc(S(=O)(=O)Nc4ccc(Cl)cc4)c3)c2c1
→ 18 | -1 | 1 | 5 | 4 | 0 | 5 | 0.6 | -10
O=C1NCC(c2ccccc2)C1C(=O)N/N=C/c1ccc(Cl)s1 (centres undefined)
→ -4 | 0 | -10 | 0 | 0 | -3 | 9 | 2.4 | -14
O=C(COC(=O)C1CC(=O)N(c2ccc3c(c2)OCCO3)C1)Nc1ccc2c(c1)CCC2 (centres undefined)
→ -9 | -1 | -6 | -18 | -1 | 1 | 2 | 0.1 | -6
O=c1[nH]ncc(N2CCCC2)c1Cl
→ 5 | 1 | -1 | 6 | -3 | 5 | 2 | 1.3 | -3
O=C(O)CSc1nc2c(cnn2-c2ccccc2)c(=O)n1-c1ccc(Br)cc1
→ -4 | -3 | -6 | -1 | 0 | 2 | 5 | -0.6 | 3
CC(=O)C1=C(O)C(=O)N(c2ccc(C)cc2)C1c1ccccn1 (centres undefined)
→ -10 | -1 | -2 | 3 | -4 | 5 | 1 | 0.5 | -5
Cc1ccc(C2C(C(=O)c3cccs3)=C(O)C(=O)N2CCN2CCOCC2)o1 (centres undefined)
→ -9 | 1 | -6 | -22 | 3 | 0 | 1 | 2.1 | -18
Cc1ccc(C(=O)NC2CCN(S(=O)(=O)c3ccc(C)cc3)CC2)cc1
→ -4 | 0 | -5 | -6 | 2 | 0 | 3 | 2.3 | -7
O=C(CSc1nncs1)NCCCc1ccccc1
→ 1 | 2 | -7 | -1 | -1 | 1 | -2 | -1.2 | -18
CCOC(=O)N1CCN(CC(=O)Nc2ccc([N+](=O)[O-])cc2C(=O)Nc2ccccc2F)CC1
→ 2 | 0 | -17 | -15 | 5 | 4 | 6 | -0.3 | -8
Cc1cc(Oc2ccccc2)nc(SCC(=O)Nc2ccccc2)n1
→ -7 | -3 | -11 | 15 | 1 | 3 | 7 | 2.2 | 15
Cc1cc(C(=O)CSc2nncs2)c(C)n1Cc1ccco1
→ 10 | 11 | -2 | 9 | 0 | 2 | 5 | 1.1 | -24
Cc1cccc(C(=O)N[C@H](C(=O)Nc2ccc(S(=O)(=O)NC3=NCCCCC3)cc2)C(C)C)c1
→ 10 | -3 | -4 | -4 | -1 | 0 | 3 | -0.1 | -16
Cc1cc[n+](Cc2ccc([N+](=O)[O-])cc2)cc1
→ 3 | 2 | 3 | -1 | -1 | -4 | 2 | -0.5 | -11
CC(=O)Nc1ccc(S(=O)(=O)N(C)c2ccc(OCC(=O)OCC(=O)N3CCCCC3)cc2)cc1
→ 14 | 0 | -2 | 22 | -4 | -1 | 2 | 1.5 | -15
CC1(C)CC(/C=C/c2ccccc2)=Nc2ccccc2N1
→ 3 | 0 | 5 | 11 | 1 | . | 6 | 1.1 | 3
COc1ccc(C(=O)C2CCCN(C(=O)Cc3c(C)noc3C)C2)cc1OC (centres undefined)
→ 1 | 0 | -5 | -10 | 0 | 0 | 7 | -2.4 | 14
COc1cc2c(cc1OC)C(c1ccc(Cl)cc1)=NCC2
→ -11 | 0 | -3 | 14 | -2 | . | 2 | 1.0 | -2
CC(=O)Nc1ccc(NC(=O)C(C)c2cccc(C(=O)c3ccccc3)c2)cc1 (centres undefined)
→ 7 | -2 | -6 | 7 | 3 | -2 | 5 | 2.5 | -22
CCOC(=O)N1CCN(Cc2cccs2)CC1
→ 2 | 0 | -7 | 17 | -3 | -5 | 3 | 0.8 | -12
CC(C)Oc1ccc(C(=O)Nc2ccccc2N2CCCC2)cc1
→ -16 | 2 | -2 | -17 | 0 | 6 | 10 | 2.3 | -5
COc1ccc(NC(=O)CSc2nnc(C3CC3)n2N)cc1
→ 10 | 0 | -1 | 4 | -5 | -12 | 0 | -0.4 | -2
Cc1ccccc1CS(=O)(=O)CCC(=O)NCCCN1CCOCC1
→ 12 | 0 | -7 | 21 | -1 | -7 | 4 | 0.7 | -10
O=C(NC1CCCCC1)NC1CC2CCC(C1)N2C(=O)NCc1ccccc1 (centres undefined)
→ 7 | 2 | 1 | -24 | -1 | -2 | 2 | 1.1 | 9
O=S(=O)(Nc1ncccn1)c1ccc(-n2cnnn2)cc1
→ 1 | 2 | -2 | 4 | -3 | -3 | 3 | 0.8 | -9
Cc1cc(C(=O)O)c(S(C)(=O)=O)s1
→ 0 | 1 | -2 | -15 | 0 | 3 | 1 | -0.4 | 1
COC(=O)/C(C#N)=C/c1cc(C)sc1C
→ -10 | 1 | -9 | 1 | 0 | . | -1 | -0.2 | -2
Cc1ccc2c(CC(=O)OCC(=O)Nc3ccc(Cl)cn3)coc2c1
→ -20 | -3 | -14 | -28 | 8 | 20 | 9 | -0.9 | 24
CCN1CCN(c2nc(N)c([N+](=O)[O-])c(Nc3cccc(C)c3)n2)CC1
→ 5 | -3 | -11 | -10 | 1 | -4 | 5 | 1.2 | -24
CC1CCC(C(C)C)C(OC(=O)C[n+]2cc(-c3ccc(Cl)cc3)n3c2CCCCC3)C1 (centres undefined)
→ -12 | 0 | 2 | -44 | 101* | 80* | 73* | -1.4 | 1
O=C(COC(=O)Cc1ccccc1F)Nc1ccc(Cl)cn1
→ 6 | -1 | 4 | 8 | 3 | 4 | 6 | 0.8 | 3
O=C(CCn1c(=O)sc2ccccc21)NCCCn1ccnc1
→ -2 | -2 | 5 | -21 | -1 | 6 | 5 | 0.6 | 1
O=C(COC(=O)c1cc(=O)c2ccccc2o1)NC1CCCC1
→ -5 | 12 | -11 | -16 | -3 | -1 | 2 | -0.9 | -3
CCC(=O)Nc1ccc(NC(=O)c2cccc(OC)c2)nc1
→ 22 | -1 | -2 | 13 | -1 | 5 | 6 | -0.2 | -5
c1coc(-c2nc3nc4ccccc4nc3n2-c2ccc3c(c2)OCCO3)c1
→ 11 | 1 | 3 | 5 | 1 | 6 | 9 | -1.4 | -7
Cn1nnc(C(O)CNCc2ccc(Cl)cc2)n1 (centres undefined)
→ 7 | -2 | -5 | 3 | -3 | -3 | 1 | 0.1 | 0
Cc1cc2cc(CN(Cc3cccs3)Cc3nnnn3CC3CCCO3)c(=O)[nH]c2cc1C (centres undefined)
→ -4 | -2 | -5 | -27 | -1 | -1 | 3 | 0.4 | -13
CC1(C)Cc2c(C#N)c(N)sc(=S)c2CS1
→ 1 | -3 | -3 | -11 | -1 | -2 | 4 | 1.7 | -3
Cc1cc(C)n(-c2ncc(-c3ccccc3)nn2)n1
→ 4 | 4 | -7 | 11 | -2 | 1 | 8 | -1.3 | -6
O=C(CSc1nnc2scc(-c3ccccc3)n12)Nc1ccc2c(c1)OCCO2
→ -5 | 1 | -7 | -19 | 2 | -3 | 4 | -1.9 | 5
C=CCn1c(SCn2nnc3ccccc3c2=O)nnc1C1CCCCC1
→ 3 | 1 | 0 | 3 | -3 | -3 | 3 | -1.5 | 4
Cc1ccc(Nc2nc3ccccc3nc2-n2nc(C)cc2C)cc1
→ -2 | 4 | -9 | -6 | 3 | -1 | 2 | -1.4 | -14
O=C(CN1CCN(Cc2ccc(F)cc2Cl)C1=O)NCCc1ccccc1
→ -13 | 0 | 0 | -21 | -4 | 3 | 2 | -2.5 | -14
CCCSc1ccc(-c2nn(-c3ccccc3)cc2/C=C(/C#N)C(=O)NCCCOC)cc1
→ 14 | -14 | 0 | 19 | -8 | -2 | -1 | 0.1 | 2
Cn1c(=O)n(C)c2cc([N+](=O)[O-])c(N3CCN(S(C)(=O)=O)CC3)cc21
→ 3 | -4 | 0 | 26 | -1 | 2 | 5 | -0.5 | -5
Clc1nc(NCc2cccnc2)nc(N2CCOCC2)n1
→ 6 | 1 | -2 | -43 | 0 | 6 | 4 | 2.4 | -3
CCOC(=O)c1c(N)sc(C(=O)N(C)C)c1C
→ 19 | -1 | 1 | -4 | -3 | 5 | -2 | -1.7 | -12
Cc1cccc(NCCC(=O)c2ccc(Br)cc2)c1
→ -10 | 0 | -11 | -8 | 2 | 2 | -3 | 1.0 | -16
Cc1nc(Cl)c2c(n1)N(CC(N)=O)C(=O)CO2
→ 11 | 0 | -9 | 14 | -1 | -5 | -2 | 1.4 | 1
C1=CC2CCC1ON2c1ccccc1 (centres undefined)
→ 5 | -1 | -8 | -3 | 2 | -1 | 2 | 0.4 | -16
Cc1ccnc(NS(=O)(=O)c2ccc(NC(=O)c3ccc(S(=O)(=O)N(C)C)cc3)cc2)n1
→ 7 | 0 | 1 | 18 | -1 | 1 | 6 | 0.5 | -9
CCc1ccc(C(=O)/C=C/Nc2ccc(S(=O)(=O)Nc3cnc4ccccc4n3)cc2)cc1
→ 5 | 12 | -4 | 10 | -1 | . | 0 | 0.3 | -6
Cc1cnc(NC(=O)/C=C/c2ccc(Br)o2)s1
→ 1 | 4 | -2 | 10 | -2 | . | -1 | 0.8 | -6
Cc1ccc(NC(=O)COC(=O)C2=COCCO2)c([N+](=O)[O-])c1
→ 7 | 0 | -6 | -7 | 0 | 5 | -2 | 0.2 | -5

Screening results: PubChem, several laboratories
